D1 ag: human D1 receptor agonism; P21728; HEK293 T-REx D1 cells, calcium flux, agonist mode; activation, % at 2 µM; 360,000 compounds, 1% hits; note: 0% is about no effect
Target sequence (P21728 whole entry, looked up): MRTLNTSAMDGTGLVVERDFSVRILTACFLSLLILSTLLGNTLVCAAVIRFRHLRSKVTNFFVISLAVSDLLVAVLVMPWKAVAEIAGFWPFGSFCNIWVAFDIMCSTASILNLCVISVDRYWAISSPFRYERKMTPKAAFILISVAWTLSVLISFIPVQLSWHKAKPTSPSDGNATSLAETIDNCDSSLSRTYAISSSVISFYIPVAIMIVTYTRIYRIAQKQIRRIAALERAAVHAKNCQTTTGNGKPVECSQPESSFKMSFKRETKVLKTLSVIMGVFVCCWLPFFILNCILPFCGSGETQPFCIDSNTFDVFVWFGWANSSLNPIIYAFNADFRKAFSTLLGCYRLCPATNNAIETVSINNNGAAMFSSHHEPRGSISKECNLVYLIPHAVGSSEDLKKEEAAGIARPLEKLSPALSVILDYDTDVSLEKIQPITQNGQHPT
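Tetracycline-induced HEK293 TREx D1 cells, force-coupled to calcium signalling, were dye-loaded with a no-wash calcium kit. Compound was pin-added after a 10 s baseline. Fluorescence was read kinetically at 1 cycle/s for 180 s, with calcium rises flagged as agonism.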
D1 PAM: potentiators of human D1 dopamine receptor | P21728 | HEK293 TREx D1 cells, calcium flux, dopamine EC20 potentiation | 360,000 compounds, 0.036% hits | potentiation, % at 10 µM; in the data active = potentiation above about 30%; note: 0% is about no effect
D1 antag: human D1 dopamine receptor antagonism; P21728; HEK293 TREx D1 cells, calcium flux, dopamine EC80; active compounds read low; activity change, negative = inhibition, % at 10 µM; 360,000 compounds, 3.2% hits; in the data active = activity change below about -30%; note: % is set by controls: 0 for no effect and ±100 for the full control effect
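Compound effects on dopamine-evoked calcium signalling were measured in tetracycline-induced HEK293 Trex D1 cells. Dopamine at EC80 followed a 180 s compound pre-read, and fluorescence was tracked kinetically for 180 s more.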
D2 antag: antagonists of human D2 dopamine receptor | AID 485344 | HEK293 TREx D2 cells, calcium flux, dopamine EC80 | 340,000 compounds, 2% hits | P14416 | inhibition, % at 10 µM; in the data active = inhibition above about 30%; note: 0% is about no effect
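Tetracycline-induced HEK293 T-REx cells expressing D2 force-coupled to calcium signalling were dye-loaded, exposed to compound for 180 s, then challenged with an EC80 of dopamine; calcium flux was followed kinetically for a further 180 s.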
D2 agonist: activates the human D2 dopamine receptor | AID 485358 | 340,000 compounds, 0.53% hits | activation, % at 2 µM | HEK293 T-REx D2 cells, calcium flux agonist mode | P14416;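 active = activation over 3 SD above normal in the single-dose calcium agonist read, cut at about 30% in these data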; note: 0% is about no effect
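Tetracycline-induced HEK293 T-REx cells with force-coupled D2 receptor, plated overnight at 30 C, loaded with no-wash calcium dye. After a 10 s baseline, compound was pin-added and calcium flux read kinetically for 180 s; calcium rises flagged agonists.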
RXFP1 antag: antagonists of human relaxin receptor RXFP1. HEK293-RXFP1, relaxin-stimulated cAMP HTRF, 30 min; active compounds read low. 350,000 compounds, 0.59% hits. activity change, negative = inhibition, % at 57.5 µM. Q9HBX9;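 active = activity change of -60% or lower, but not beyond a set lower limit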; note: % is set by controls: 0 for no effect and ±100 for the full control effect
D2 potentiator: D2 dopamine receptor (human) potentiation | P14416 | 340,000 compounds, 0.34% hits | potentiation, % at 10 µM | HEK293 T-REx D2, calcium flux, EC20 dopamine potentiation;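 active = potentiation over 3 SD above the plate norm, cut at about 30% in these data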; note: 0% is about no effect
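Primary screen. Calcium kinetics in induced HEK293 T-REx D2 cells: compound pre-addition 180 s, EC20 dopamine, 180 s more.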
TRHR ag: TRH receptor (human) agonism; P34981; TRHR cells, calcium flux fluo-8, FDSS agonist mode; activation, % at 2 µM; 360,000 compounds, 0.18% hits; note: 0% is about no effect
Target sequence (P34981 whole entry, looked up): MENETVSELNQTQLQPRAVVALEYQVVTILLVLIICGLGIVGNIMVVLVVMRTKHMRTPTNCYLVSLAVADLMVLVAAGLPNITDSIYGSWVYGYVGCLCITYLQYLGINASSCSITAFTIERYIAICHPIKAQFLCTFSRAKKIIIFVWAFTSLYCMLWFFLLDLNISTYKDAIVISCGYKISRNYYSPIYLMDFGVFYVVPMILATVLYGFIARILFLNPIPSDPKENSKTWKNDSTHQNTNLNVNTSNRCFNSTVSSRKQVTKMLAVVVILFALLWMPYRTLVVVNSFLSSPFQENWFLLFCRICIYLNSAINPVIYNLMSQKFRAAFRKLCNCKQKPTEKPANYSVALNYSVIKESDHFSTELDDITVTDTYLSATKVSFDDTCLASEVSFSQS
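Agonist-mode FDSS calcium read (Ex 480/Em 530, 1 s cycles) in 1536-well TRHR cells with fluo-8 dye, after 10-cycle baseline and 23 nL compound addition; TRH at EC20 (10 nM final) added afterwards for the enhancer phase.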
TRHR PAM: allosteric enhancers of human TRH receptor; P34981; TRHR cells, fluo-8 calcium fluorescence, EC20 TRH enhancement; enhancement, % at 2 µM; 360,000 compounds, 0.66% hits; in the data active = enhancement above about 30%; note: 0% is about no effect
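TRHR-expressing cells loaded with fluo-8 calcium dye were read kinetically (ex 480/em 530) during compound addition, then stimulated with an EC20 of TRH (10 nM final). Enhancement of the Gq-mediated intracellular calcium response was scored.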
An asterisk follows results filed as active; . = no result given; & = joins results of further samples. Cut-off read from the data, not from the text of the source, unless noted: active = activation above about 30%; inactive = the rest. Compounds were not picked by outcome. Share with any hit: about 7.3%.

no.	mol	D1 antag	D1 PAM	D2 antag	D1 ag	D2 potentiator	TRHR ag	D2 agonist	TRHR PAM	RXFP1 antag
1	O=C1c2ccccc2C(=O)N1CCCc1nc2ccccc2c(=O)n1Cc1ccco1	-9.0	-3.7	.	0.4	.	-0.5	.	-5.4	-5.4
2	COC(=O)c1cc(S(=O)(=O)N(Cc2ccccc2)C(C)(C)C)c[nH]1	14.2	-4.8	-1.9	2.2	-3.4	-0.3	-0.5	-2.0	-34.2
3	O=C(Cn1nnc(-c2ccc(F)cc2)n1)N1CCCCC1	-20.8	0.1	-6.0	0.8	12.6	-0.5	-1.7	4.1	2.2
4	O=C(Nc1ccnn1C1CCN(C2CCC2)CC1)c1ccccc1	7.9	1.7	-17.9	-0.1	11.3	0.8	0.3	-0.3	-8.0
5	COc1ccc(CCNC(=O)Cn2cc(S(=O)(=O)Cc3ccccc3Cl)c3ccccc32)cc1OC	-10.2	-0.7	.	-0.1	-2.2	0.5	-1.0	2.6	-24.5
6	CN(C)CCN(C)Cc1ccc2c(c1)Cc1ccccc1-2	-5.5	-7.0	1.3	19.1	-4.8	-0.5	-0.3	17.5	.
7	CC(=O)N1c2ccc(S(=O)(=O)N3CCC(C(=O)N4CCN(c5cccc(C(F)(F)F)c5)CC4)CC3)cc2CC1C (configuration not stated)	20.4	-2.9	-11.9	8.7	9.4	1.6	0.1	8.0	-25.0
8	Cc1ccc(Cn2ncc(C)c2N)o1	-1.8	-3.3	7.6	0.9	-2.5	0.8	0.7	3.6	12.7
9	Cc1cccc(C(=O)Nc2ccc(N3CCN(C(=O)c4ccco4)CC3)cc2)c1	0.5	-9.5	17.9	0.9	-4.6	-0.4	1.8	-2.8	-11.1
10	CC(=O)c1ccc(OCCCN2CCCCC2)cc1	-10.5	-2.7	-1.0	5.6	-10.7	0.9	0.3	0.4	-3.2

Grouped by structure, those above with fluorine
no.	mol	D1 antag	D1 PAM	D2 antag	D1 ag	D2 potentiator	TRHR ag	D2 agonist	TRHR PAM	RXFP1 antag
3	O=C(Cn1nnc(-c2ccc(F)cc2)n1)N1CCCCC1	-20.8	0.1	-6.0	0.8	12.6	-0.5	-1.7	4.1	2.2
7	CC(=O)N1c2ccc(S(=O)(=O)N3CCC(C(=O)N4CCN(c5cccc(C(F)(F)F)c5)CC4)CC3)cc2CC1C (configuration not stated)	20.4	-2.9	-11.9	8.7	9.4	1.6	0.1	8.0	-25.0

Carrying on:
no.	mol	D1 antag	D1 PAM	D2 antag	D1 ag	D2 potentiator	TRHR ag	D2 agonist	TRHR PAM	RXFP1 antag
11	CSc1nc2nc(C(F)(F)F)cc(-c3ccccc3)n2n1	-4.4	3.1	-3.5	2.0	14.3	0.1	-0.8	-6.4	3.6
12	C=CCn1c(CCCNC(=O)CCC)nc2ccccc21	-0.1	3.7	-8.2	-3.5	2.7	-0.2	0.0	4.0	4.2
13	CC(C)(C)SC(=O)CC1NS(=O)(=O)OCC1NC(=O)OCC(Cl)(Cl)Cl (configuration not stated)	-5.8	-3.6	14.6	-0.3	-8.6	-0.4	0.0	-3.5	.
14	CCOC(=O)c1nnn(-c2nonc2N)c1CSc1ccccc1	-2.5	-2.7	.	1.4	3.8	-1.0	.	-4.9	0.5
15	C=CCn1c(SCC(=O)N2CCCC2)nc2scc(-c3cccs3)c2c1=O	13.5	-2.1	7.5	0.2	8.3	1.0	-0.5	-6.2	-8.5
16	CCOc1cc(/C=N/NC(=O)C2CCCC2)ccc1O	2.1	1.3	-9.7	0.7	-1.6	-0.6	-0.3	5.2	2.9
17	CC(C)(c1ccc(O)cc1)c1ccc(O)cc1	-9.6	-2.8	-15.9	4.2	19.7	2.2	0.0	-1.7	9.1&-19.1
18	COc1ccc(CCNS(=O)(=O)c2cnc(Cl)c(Br)c2)cc1OC	-15.9	-0.1	-8.3	3.6	0.6	0.9	0.6	-9.2	3.6
19	Cc1ccccc1-c1nc(CS(=O)(=O)CC(=O)NCC(C)c2ccccc2)c(C)o1 (configuration not stated)	-15.2	-0.2	.	0.6	-2.9	-0.2	.	-1.7	.
20	CCOCC(=O)Nc1ncc(S(=O)(=O)c2ccc([N+](=O)[O-])cc2)s1	18.4	-3.0	-7.6	11.5	1.6	-0.1	2.0	7.2	10.9
21	O=C(COC(=O)/C=C/c1ccc(OC(F)F)cc1)NC(=O)NCc1ccccc1	3.9	-3.5	4.7	4.9	-6.5	-0.8	0.7	-0.2	-4.6
22	Cc1cc(-c2ccc(C)c(S(=O)(=O)N3CC(=O)Nc4ccccc43)c2)on1	-12.1	7.0	3.7	5.6	-8.0	0.3	0.7	-0.1	-9.6
23	CCOC(=O)c1cc2occc2n1Cc1ccc(F)cc1	0.9	-7.5	34.2*	2.4	-13.5	1.8	0.4	2.1	-10.0
24	CCn1c(COc2ccccc2C)nnc1SCC(=O)OC	-11.7	-3.4	-13.0	1.2	8.0	-0.3	0.5	4.4	11.4
25	Cc1sc2nc(C(C)Nc3ccccc3N3CCOCC3)[nH]c(=O)c2c1C (configuration not stated)	8.8	0.3	-5.2	0.8	7.5	-0.2	-0.1	6.8	-10.6
26	CCOC(=O)/C(=N/Nc1ccccc1)Sc1nnnn1-c1ccc(C)cc1	6.4	3.8	-11.0	-1.5	14.0	-0.5	1.4	-1.8	-7.9
27	C(=N\N1CCN(C2c3ccccc3-c3ccccc32)CC1)/c1ccncc1	35.1	0.6	7.0	0.4	-2.9	0.3	0.1	1.7	-6.8
28	Cc1cccc([C@@H]2[C@@H]3C(=O)N(Cc4ccccc4)C(=O)[C@@H]3[C@]3(CC(C)C)C(=O)N(c4cccc(Cl)c4)C(=O)N23)c1	-0.5	-4.2	-14.1	2.5	7.8	1.6	-0.2	1.8	.
29	O=C(Nc1ccc(Cl)cc1)Nc1nnc(CSCc2ccccc2)s1	-1.9	7.4	-0.5	0.3	8.2	0.7	0.6	7.4	.
30	CC(=O)NC(CCS(C)(=O)=O)C(=O)N1CCc2ccccc21 (configuration not stated)	0.7	-5.8	-7.8	1.6	5.4	0.9	0.6	-3.3	-3.2

Rewritten field by field: entries from further up.
24	CCn1c(COc2ccccc2C)nnc1SCC(=O)OC
  D1 antag: -11.7	D1 PAM: -3.4	D2 antag: -13.0	D1 ag: 1.2	D2 potentiator: 8.0	TRHR ag: -0.3	D2 agonist: 0.5	TRHR PAM: 4.4	RXFP1 antag: 11.4
27	C(=N\N1CCN(C2c3ccccc3-c3ccccc32)CC1)/c1ccncc1
  D1 antag: 35.1	D1 PAM: 0.6	D2 antag: 7.0	D1 ag: 0.4	D2 potentiator: -2.9	TRHR ag: 0.3	D2 agonist: 0.1	TRHR PAM: 1.7	RXFP1 antag: -6.8

Remaining list, next part:
no.	mol	D1 antag	D1 PAM	D2 antag	D1 ag	D2 potentiator	TRHR ag	D2 agonist	TRHR PAM	RXFP1 antag
31	Cc1cccn2c(=O)c(/C=C(\C#N)C(=O)NC3CCS(=O)(=O)C3)c(Oc3ccc(F)cc3)nc12 (configuration not stated)	-8.5	8.5	-4.1	2.0	9.0	-0.3	2.1	10.0	-2.0
32	O=C(NC1CCS(=O)(=O)C1)C1CCCN(S(=O)(=O)c2ccc(Cl)cc2)C1 (configuration not stated)	0.8	1.8	4.9	2.6	0.3	0.2	-0.4	-11.2	11.8
33	CC(C)CCN1C(=O)N(c2ccccc2)C(=O)C1CC(=O)Nc1ccc(Cl)cc1 (configuration not stated)	-26.7	-5.0	.	4.7	9.8	-0.2	0.0	0.0	-14.5
34	N/C(=N\OC(=O)CSc1ccccc1)c1ccncc1	8.7	-6.8	15.9	6.4	7.4	-0.4	-0.7	1.0	5.4
35	COc1cc(/C=N/n2c(-c3cc(C)[nH]n3)n[nH]c2=S)cc(OC)c1O	-5.8	-1.0	-16.8	1.2	1.0	0.2	0.4	14.4	-5.3
36	COC(=O)c1ccccc1NC(=O)Cn1c(=O)nc(-c2ccccc2)c2cc(Cl)ccc21	-19.2	0.2	.	-0.3	6.9	0.1	-1.2	3.3	2.8
37	CCSc1nnc(NC(=O)CSc2nccn2-c2cccc(C)c2)s1	-1.4	-5.1	-24.6	4.2	-2.2	1.1	-0.2	0.3	-12.3
38	CCN(CC)c1ccc(NC(=O)c2cccnc2)c(C)c1	-5.1	-8.6	7.5	2.2	-11.5	0.2	0.0	-7.5	-4.6
39	O=C(C1CCN(S(=O)(=O)c2cccs2)CC1)N(c1ccccn1)C1CCCCC1	1.4	-1.6	5.3	0.5	-1.8	-0.7	0.8	0.3	4.3
40	O=C(N/N=C/c1ccc2c(c1)OCO2)c1ccc(NC(=O)c2ccc(F)cc2)cc1	-14.3	-6.3	-17.3	3.3	-12.6	-1.0	0.1	20.3	-14.5

Compounds shown so far with a tert-butyl group (2):
no.	mol	D1 antag	D1 PAM	D2 antag	D1 ag	D2 potentiator	TRHR ag	D2 agonist	TRHR PAM	RXFP1 antag
2	COC(=O)c1cc(S(=O)(=O)N(Cc2ccccc2)C(C)(C)C)c[nH]1	14.2	-4.8	-1.9	2.2	-3.4	-0.3	-0.5	-2.0	-34.2
13	CC(C)(C)SC(=O)CC1NS(=O)(=O)OCC1NC(=O)OCC(Cl)(Cl)Cl (configuration not stated)	-5.8	-3.6	14.6	-0.3	-8.6	-0.4	0.0	-3.5	.

Remaining list, next part
no.	mol	D1 antag	D1 PAM	D2 antag	D1 ag	D2 potentiator	TRHR ag	D2 agonist	TRHR PAM	RXFP1 antag
41	CCN(CC)CCN(C(=O)c1ccc(C(=O)OC)cc1)c1nc2ccc(Cl)cc2s1	-9.5	-4.7	.	14.2	-4.4	0.5	1.4	-2.4	-7.0
42	Cc1c(C(=O)N(Cc2ccccc2Cl)C2CCS(=O)(=O)C2)oc2ccccc12 (configuration not stated)	16.8	-1.1	7.0	1.3	6.0	0.0	-0.3	0.9	-9.8
43	N#Cc1sc2nc(-c3cccs3)cc(-c3ccc(F)cc3)c2c1N	12.1	1.6	3.4	12.0	2.7	1.1	1.2	8.4	.
44	CC(C)CNC(=O)c1ccc2c(c1)C(=O)N(Cc1ccco1)C2=O	5.6	5.0	0.3	0.6	-6.5	-0.3	2.1	15.0	-6.0
45	Cn1c(=O)[nH]c(=O)c2c1nc(N)n2Cc1ccccc1	7.2	11.3	-27.5	2.4	7.2	0.3	0.2	5.4	-1.4
46	Cc1cc2cc(CCNC(=O)C3c4ccccc4Oc4ccccc43)c(=O)[nH]c2cc1C	14.0	-2.4	-28.6	-3.5	-3.6	0.2	1.1	-5.2	.
47	Cc1c(C=O)c2ccccn2c1C(=O)c1ccccc1Cl	-6.5	6.6	-8.6	0.3	-4.3	1.5	1.3	-7.2	-0.4
48	COc1ccc(OC)c(NS(=O)(=O)c2ccc3c(c2)n(C)c(=O)n3C)c1	0.3	-0.4	-4.9	1.4	-1.1	0.2	0.4	-1.9	11.6
49	C=CCn1c(COc2ccc(Cl)cc2)nnc1SCc1ccc(C#N)cc1	3.7	-10.2	.	0.6	-5.1	0.5	.	-7.7	-2.3
50	COC(=O)Nc1nc2ccc(Br)cc2s1	5.2	3.5	12.5	1.4	0.1	-0.6	0.3	-3.2	-4.7
51	COCCNC(=O)CC(=O)N/N=C/c1ccc(C(=O)OC)cc1	-11.5	1.9	-13.8	5.2	-10.8	0.1	0.6	-3.4	-3.7
52	O=c1[nH]c2ccccc2nc1/C=C/c1ccc(Cl)cc1	7.4	-3.5	1.2	0.6	12.2	0.9	0.4	1.1	-5.6
